# High-throughput results from PubChem BioAssay.
# Akt phos inh – blocks phosphorylation of Akt. Neuro2A IGF-stimulated pAkt S473 HTRF, 20 min; active compounds read low. activity change, % for hits at 50 µM. 0.32% of 360,000 active; in the data active = activity change below about -80%; inconclusive = mostly about -51% to -80%; note: % is set by controls: 0 for no effect and ±100 for the full control effect
#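 Neuro2A cells in DMEM with 0.5% FBS, overnight at 37 deg C, given compound at single 50 µM final, then IGF (6 nM final) for 20 min at 37 deg C. Lysed; phospho-Akt Ser473 by HTRF after 24 h, 665/615 ratio.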
# HepG2 viability – counter-screen for TGF-b inhibitors: cytotoxicity in HepG2 cells; 0.76% of 410,000 active; HepG2 CAGA-GFP viability, ATP luminescence, 18 h; Potency, µM (series often up to 46.1 µM), without a hit: top-dose activity change, negative = cytotoxicity, usual class: cytotoxic; note: potency is the fitted concentration of half-maximal effect; some results filed as inactive show a strong effect at the top dose
#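 HepG2 CAGA-GFP cells (1000/well, DMEM with 1% FBS) received compound, then TGF-beta at 500 pg/mL final, and were incubated 18 hours at 37 degrees C. Viability was read by CellTiter-Glo luminescence. Media-only wells were set as complete cell-killing and DMSO as no toxicity.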
# Nrf2 inh – Nrf2 pathway inhibition; A549 ARE-Fluc reporter, luciferase luminescence, 18-24 h; Potency, µM (highest dose often 46 µM), for the others: at the top dose activity change, negative = inhibition, most hits filed as inhibitors; 2.1% of 360,000 active; note: potency is the fitted concentration of half-maximal effect; % is set by controls: 0 for no effect and ±100 for the full control effect; nearly all actives have a fitted effect of over 60% in size
#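 A549 ARE_Fluc cells, 5000/well, 5% FBS OPTI-MEM; compounds in dose-response, 18-24 h at 37 °C/5% CO2; CellTiter-Fluor viability read (Ex 405/Em 525), then BugLite luciferase luminescence = Nrf2 activity.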
# TGFb SMAD3 inh – inhibitors of TGF-b signaling | HepG2 CAGA-GFP TGF-b/SMAD3 reporter, GFP fluorescence, 18 h; TGF-beta stimulated, 500 pg/mL final | Potency, µM (titrated, usually from 46.1 µM), inactives show at the highest dose activity, negative = inhibition, hits mostly inhibitors | 1.2% of 410,000 active; note: potency is the fitted concentration of half-maximal effect; % is set by controls: 0 for no effect and ±100 for the full control effect; nearly all actives have a fitted effect of over 65% in size
#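 Using HEPG2 CAGA-GFP reporter cells at 1000 cells/well, we pinned test compounds, stimulated with recombinant TGF-beta (500 pg/mL final) and measured total well GFP after 18 h.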
# MmCpn inh – blocks the Methanococcus maripaludis chaperonin Mm-Cpn | Potency, µM (highest dose often 76.9 µM), without a hit: at the highest dose activity, negative = inhibition, hits mostly inhibitors | purified Mm-Cpn ATPase, ADP Transcreener TR-FRET | AID 504842 | 0.031% of 330,000 active; note: potency is the fitted concentration of half-maximal effect; % is set by controls: 0 for no effect and ±100 for the full control effect; nearly all actives have a fitted effect of over 80% in size
#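 25 nM Mm-CPN + cpd, 10 min 37°C; + 10 uM ATP, 30 min 37°C; buffer 30 mM Tris pH 7.4, 100 mM KCl, 5 mM MgCl2, 1 mM DTT; Transcreener ADP HTRF detection 30 min RT.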
# A549 tox – counter-screen for Nrf2 inhibitors: cytotoxicity in A549 cells; 0.16% of 390,000 active; A549 ARE-Fluc cells, CellTiter-Fluor viability, 18-24 h; AID 504648; Potency, µM (series often up to 46 µM), for the others: at the top dose activity change, negative = cytotoxicity, hits mostly inhibitors; note: potency is the fitted concentration of half-maximal effect; % is set by controls: 0 for no effect and ±100 for the full control effect
#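 A549 ARE-Fluc cells in 5% FBS OPTI-MEM, 5000 cells/well, rested 2 h then exposed to compounds in concentration-response for 18-24 h at 37 °C. Viability by CellTiter-Fluor fluorescence (Ex 405/Em 525) after 30 min; luciferase luminescence (BugLite, 15 min, RT) read afterwards.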
# Nrf2 activator – activators of Nrf2 (ARE) signaling; AREc32 ARE-luciferase reporter (MCF7-derived line), luminescence, 24 h; Potency, µM (doses to about 46.1 µM), for inactives: at the highest dose activation, most hits filed as activators; 0.31% of 410,000 active; note: potency is the fitted concentration of half-maximal effect; % of control where 0% means no effect; nearly all actives have a fitted effect of over 65% in size
#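 AREc32 cells carrying an ARE-driven firefly luciferase reporter were seeded at 1000 cells/well in OPTI-MEM with 5% FBS, then exposed to compound for 24 hr at 37 deg C. Luminescence was read with Steady-Glo after 30 min at RT.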
# CCT chaperon mod – modulators of cytosolic chaperonin (CCT/TRiC) activity; 0.3% of 360,000 active; purified chaperonin ATPase assay, HTRF ADP detection, 30 min; activity change, % (test concentration not listed), hits read low; AID 651819; in the data active = activity change below about -30%; note: % is set by controls: 0 for no effect and ±100 for the full control effect
#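 First, chaperonin was dispensed at 40 nM or 20 nM final depending on batch activity. Next, compounds were pinned at 76 uM and ATP added at 10 uM. After 30 min at 37 °C, ADP detection reagents ran 30 min at ambient temperature.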
# S2 tox – viability counter-screen for ATXN expression inhibitors; S2 cells (HEK-293 line with an ATXN2-luciferase reporter) viability, CellTiter-Fluor protease fluorescence, 24 h; Potency, µM (titrated, usually from 56.7 µM), actives largely listed as cytotoxic; 0.49% of 400,000 active; note: potency is the fitted concentration of half-maximal effect; nearly all actives have a fitted effect of over 40% in size
# Active calls of the source: *; i = inactive; ? = inconclusive; . = not tested or not shown; [ ] = another dose, or the depositor's remark. Unless noted, calls come from the whole dose curve; as a rule, active = well fitted curve in the direction sought with a large enough effect; inconclusive = small, poorly fitted or top-dose-only effect, or another doubt; inactive = no such curve, though single readings can be large; an effect the other way counts as inactive or inconclusive.
cpd	canonical_smiles	MmCpn inh	HepG2 viability	CCT chaperon mod	TGFb SMAD3 inh	Akt phos inh	Nrf2 activator	Nrf2 inh	S2 tox	A549 tox
1	CCC(C)[C@H](NC(=O)N1CCCCCC1)C(=O)OC (some centres not stated)	0.6%	-32.1%	-1.6	-6.6%	i	-0.9%	1.3%	i	14.5%
2	Cc1cccnc1NC(=S)Nc1ncccc1C	3.6%	-38.2%	-1.1	-12.9%	i	10.4%	?	i	5.0%
3	COc1ccc(CCNC2CCN(C)CC2)cc1OC	3.3%	0.9%	1.0	-5.1%	i	-0.6%	5.1%	i	-10.0%
4	Clc1cc(Br)ccc1OCCN1CCOCC1	-2.1%	0.1%	-9.6	12.6%	i	3.6%	-16.3%	i	-9.9%
5	O=C(COc1ccc(S(=O)(=O)N2CCOCC2)cc1)NC1CCCCC1	-1.4%	-2.9%	-1.2	-0.9%	i	-0.5%	14.1%	i	7.0%
6	CC12CC3CC(C)(C1)CC(NCc1ccncc1)(C3)C2	-2.4%	-5.2%	0.9	0.1%	i	-0.7%	9.5%	i	0.0%
7	CCOc1ccc(NC(=O)COc2cccc3c2CCN(Cc2cccnc2)C3=O)cc1	1.1%	-0.3%	-0.3	-1.8%	i	1.8%	-7.0%	i	-1.4%
8	CSc1nnc2c(n1)c(C)nn2-c1ccc(C)cc1	-0.4%	-19.8%	-2.9	-0.6%	i	0.1%	11.2%	i	-6.6%
9	COc1ccc(C(=O)Nn2c(C)nc3ccccc3c2=O)cc1OC	2.4%	3.3%	-1.0	1.0%	i	-0.2%	2.4%	i	8.1%
10	CCOC(=O)c1cc(-c2nnc(SCC(=O)Nc3ccc(F)cc3)o2)c(C)nc1C	-1.2%	-25.5%	-1.3	-4.0%	i	5.0%	13.8%	i	-0.1%
11	Cn1c(=O)c(C(N)=S)cn(-c2ccccc2)c1=O	0.0%	6.7%	0.6	16.2%	i	0.3%	5.6%	i	1.6%
12	Cc1ccn2c(Nc3ccc4c(c3)OCCO4)c(-c3ccc(C)s3)nc2c1	.	-17.8%	.	23.7%	.	-0.8%	8.3%	i	4.4%
13	CC(=O)OC[C@@H]1CN(Cc2ccccc2)C[C@H](n2cnc3c(NC4CCCC4)ncnc32)O1	.	5.2%	0.3	19.3%	i	8.7%	.	i	.
14	COC(=O)c1cc(NC(=O)CN2C(=O)CSC2=O)ccc1Cl	-0.4%	-17.1%	-3.4	-8.3%	i	0.1%	0.3%	?	-6.4%
15	COc1ccccc1N1CCN(C(=O)CSc2ccc3c(C)cc(C)nc3n2)CC1	1.2%	-28.5%	-2.3	16.3%	i	2.4%	?	i	-2.0%
16	CN1CCN(C(=O)C2=C[C@H](c3ccc(C(F)(F)F)cc3)C[C@H](OCCCCO)O2)CC1	.	-10.2%	-0.6	-0.5%	i	2.9%	7.2%	i	6.2%
17	Cc1ccc(F)cc1CNC(=O)C1CCC(=O)N(CCc2ccccc2)C1 (configuration not stated)	-6.7%	-3.3%	-2.0	-5.0%	i	0.4%	4.7%	i	0.4%
18	CCOc1ccccc1N=NC1C(=O)N(C(N)=S)N=C1C (configuration not stated)	-2.1%	-0.3%	1.9	-21.0%	i	3.9%	12.6%	i	-2.9%
19	Cc1ccc(-c2noc(C3CCCN(C(=O)c4ccccc4)C3)n2)o1 (configuration not stated)	0.7%	0.5%	-2.4	-1.4%	i	1.6%	?	i	19.1%
20	CCC1=NC(c2ccccc2)N(O)C1(C)C (configuration not stated)	-1.8%	1.0%	-3.9	-0.5%	.	2.1%	-3.3%	i	-2.5%
21	CC(C)CC(=O)N1CCN(Cc2ccccc2[N+](=O)[O-])CC1	2.4%	1.9%	-0.7	-11.9%	i	-0.7%	-16.2%	i	-1.5%
22	CC1C/C(=N\NC(=O)c2ccc([N+](=O)[O-])cc2)CC(C)(C)C1 (configuration not stated)	-0.6%	-13.0%	0.5	-5.2%	i	1.9%	4.8%	.	?
23	COc1ccc(Cl)cc1NC(=O)c1c(-c2ccccc2)noc1C	0.7%	1.6%	0.6	2.3%	i	-0.3%	11.8%	i	-6.0%
24	CCOC(=O)C1CCCN(C(=O)c2ccc3ccccc3c2)CC1 (configuration not stated)	.	8.5%	-0.6	35.2%	i	-1.3%[9.22 µM]	.	i	.
25	CCOC(=O)C1=C(C)NC(C)=C(C(=O)OCC)C1C(=O)OCC(=O)NC	1.5%	21.5%	-3.0	1.0%	i	-0.5%	2.6%	i	-7.9%
26	CC1=C(C(=O)NC2CCCC(C)C2C)C2(CCCCC2)OC1=O (configuration not stated)	1.7%	-0.3%	0.5	-3.1%	i	0.1%	10.7%	i	4.3%
27	Cc1nc(N2CCOCC2)c2c(C)c(C(=O)Nc3ccc(F)cc3Cl)sc2n1	0.7%	11.1%	0.1	14.8%	i	-0.1%	2.9%	?	1.4%
28	COc1cccc(CNC(=O)c2ccc3c(c2)N(C)CCS3)c1OC	-10.4%	-16.4%	-1.8	-13.5%	i	-0.2%	-13.4%	i	2.7%
29	CCOC(=O)C1(CCc2ccccc2)CCN(C2Cc3ccccc3C2)CC1	2.1%	2.3%	-1.7	?	i	-0.1%	?	?	0.2%
30	Clc1ccc(C2Nc3cccc4cccc(c34)N2)cc1Cl	0.9%	-22.3%	1.7	2.3%	i	3.7%	?	i	-10.9%
31	CC(=O)NC(Cc1ccc(F)cc1)C(=O)NC1CCN(C(=O)Nc2cccc(C)c2)CC1 (configuration not stated)	2.9%	-2.4%	-3.1	-1.5%	i	0.3%	?	i	2.0%
32	CCN(CC)C(=O)CSc1nc2c(sc(=S)n2-c2ccccc2)c(=O)n1-c1ccccc1OC	1.2%	-2.0%	0.5	0.0%	i	4.1%	-19.8%	?	?
33	CCN(CC)CCNC(=O)c1ccc(NC(=O)c2ccc(S(=O)(=O)N3CCCCCC3)cc2)cc1	-2.5%	-40.4%	1.6	?	i	3.3%	19.3%	?	-17.7%
34	Cc1cccc(N2CCN(C(=O)c3cnc4c(C)cccn4c3=O)CC2C)c1 (configuration not stated)	.	-10.7%	.	-15.8%	.	3.6%	.	i	0.3%
35	CN(C(=O)c1sc2nc(N3CCOCC3)c3c(c2c1N)CCCC3)c1ccccc1	-12.7%	0.0%	-2.1	-1.0%	i	0.8%	16.4µM*	i	0.6%
36	C=CCOC(=O)c1[nH]c2c(c1C)C(=O)CC(c1ccco1)C2 (configuration not stated)	1.1%	-0.4%	-9.2	?	i	9.4%	?	?	-3.6%
37	COc1ccc(-c2cn3nc(N4CCCC(C(=O)NCCCOC(C)C)C4)sc3n2)cc1 (configuration not stated)	.	-10.8%	.	?	.	0.4%	?	.	-0.6%
38	CCOC(=O)c1c(C)[nH]c(C)c1S(=O)(=O)NCCN1CCN(c2ccccc2F)CC1	-3.6%	-33.0%	-6.4	-8.2%	i	-0.4%	-5.9%	i	8.6%
39	COc1ccc(-c2oc3ncn(CCN4CCOCC4)c(=N)c3c2-c2ccc(OC)cc2)cc1	-4.9%	-50.5%	0.6	?	i	0.1%	16.4µM*	?	-23.0%
40	Cc1ccccc1C1NC(c2ccccc2C)C([N+](=O)[O-])C(C)(C)C1[N+](=O)[O-] (configuration not stated)	-1.3%	-60.3%	-1.4	4.5%	i	-0.3%	-10.5%	i	3.7%
41	COc1ccccc1CNC(=O)/C=C/c1ccc(Br)o1	-0.8%	46.3%	-9.5	3.0%	i	0.6%	4.7%	i	1.4%
42	CCOC(=O)N=Nc1c(O)n(Cc2ccccc2)c2ccccc12	2.7%	-0.6%	-0.1	5.7%	i	-0.7%	11.6%	?	12.5%
43	O=C(CN1C2CCCC1CC(NC(=O)c1ccco1)C2)Nc1ccccc1C(F)(F)F (configuration not stated)	2.5%	-18.3%	-0.5	-13.3%	i	0.1%	?	i	-1.5%
44	CN(C)CCNC(=O)CCn1nc(-c2ccc(Cl)cc2)ccc1=O	-0.3%	-7.1%	-0.7	13.1%	i	-0.3%	6.9%	i	8.6%
45	NNC(=O)CC12CC3CC(C1)CC(n1ncnn1)(C3)C2	-0.2%	-8.0%	-1.7	3.1%	i	0.2%	0.7%	i	10.7%
46	COc1ccc2c(c1)C(=O)[C@H](O)[C@@H](c1ccc(OC)c(Br)c1)O2	1.4%	-38.5%	0.1	?	i	-2.5%	6.3%	i	-3.2%
47	Cc1ccc(NS(=O)(=O)c2ccc(CCC(=O)N3CCCC3)cc2)cc1	2.0%	0.1%	-3.9	15.1%	i	0.3%	-21.7%	?	2.1%
48	CN(CC(=O)NCc1ccco1)C(=O)C1CC(=O)N(c2ccc3c(c2)OCCO3)C1 (configuration not stated)	-2.8%	-13.9%	-3.6	6.9%	i	-0.8%	-1.0%	i	4.3%
49	COc1ccc(/C=C/c2c(-c3ccccc3OC)sc3ccccc23)cc1OC	-4.5%	-10.2%	-1.3	0.1%	i	8.2%	-13.5%	i	1.5%
50	COc1ccc(-c2ccc(SCC(=O)N3CC(=O)Nc4ccccc43)nn2)cc1	-2.3%	-5.4%	-5.8	7.2%	i	-0.4%	?	?	-4.8%
51	CCC(C(=O)Nc1ccc(S(=O)(=O)N(C)C2CCN(C)CC2)cc1)c1ccccc1 (configuration not stated)	1.5%	-10.6%	2.4	2.5%	i	-0.1%	9.5%	i	20.7%
52	O=C(NNC1CC(=O)N(c2ccc(Br)cc2)C1=O)c1cccnc1 (configuration not stated)	0.3%	9.5%	2.1	-6.9%	i	4.0%	-10.0%	i	-0.3%
53	O=C(Nc1cc(F)cc(F)c1)c1ccc(NCCCN2CCCCCC2)c([N+](=O)[O-])c1	-3.7%	-24.5%	-4.6	19.9%	i	1.7%	11.1%	?	0.7%
54	COc1ccccc1/C=C/C=N/n1c(-c2ccc(Cl)cc2)n[nH]c1=S	-0.1%	28.6%	-1.9	-10.3%	i	0.4%	-29.5%	i	-13.0%

# Rows are unselected; overall some 4.4% were active at least once.
